High-throughput results from PubChem BioAssay.
RPL19A-GFP yeast – RPL19A-GFP expression modulators in yeast, primary screen, cell-based, S. cerevisiae, multiplex flow cytometry, MLPCN. percent response vs DMSO, % at 10 µM. AID 2025, 2009. 330,000 tested, 0.3% active. S. cerevisiae RPL19A-GFP strain, 3 h; stronger effect = lower value;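 active means percent response vs DMSO below 50%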;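 further: median channel GFP fluorescence of the barcoded RPL19A-GFP strain; ratio of sample median GFP to plate DMSO average so 100% = DMSO; lower means less RPL19A-GFP as with rapamycin TOR inhibition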
ZTA DNA inh – blocks Epstein-Barr virus ZTA, an EBNA-1 counter-screen. P03206. ZTA-DNA binding, fluorescence polarization. inhibition, % at 11 µM. 320,000 tested, 0.15% active; in the data active means inhibition above about 33%
procasp3 activ – activators of human procaspase-3 D3A mutant, primary screen, biochemical, absorbance, PC-3 D3A mutant, single concentration; 330,000 tested, 0.11% active; AID 463141, 2010; Caspase-3 (Homo sapiens), P42574; activation, % at 8.5 µM; recombinant procaspase-3 D3A, Ac-DEVD-pNA absorbance 405 nm;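 active means activation above the mean of all tested compounds plus 3 SD, cut at about 21% in these data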;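 further: 0% = DMSO alone and 100% = DMSO wells spiked with extra 5 µM PC-3 D3A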
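Assay system: Procaspase-3 D3A mutant, all three cleavage aspartates alanine. Buffer or medium: Zinc-free HEPES saline buffer with Triton X-100. Times: 1 h compound preincubation, 2 h substrate hydrolysis at 25 °C. Measured by: 405 nm absorbance of p-nitroaniline, reads at 0 and 120 min. Read-out basis: percent activation relative to control range. Replicates: singlicate.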
MEP2 TOR yeast – modulators of MEP2-GFP levels in yeast, primary screen, S. cerevisiae, multiplex flow cytometry, MLPCN library | GFP response vs DMSO, % at 10 µM | 330,000 tested, 0.51% active | AID 2016, 2009 | S. cerevisiae MEP2-GFP strain, 3 h; 100% = DMSO control level;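 active means GFP response versus DMSO above a set limit, roughly screen mean plus 3 SD, cut at about 180% in these data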;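 further: median GFP fluorescence of the barcode-gated MEP2-GFP cells per well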
proCasp7 act – procaspase-7 activators, primary screen, counter-screen for procaspase-3 activator project, biochemical, absorbance, HTS, human; activation, % at 8.5 µM; 330,000 tested, 0.093% active; AID 463210, 2010; Caspase-7 (Homo sapiens), P55210; recombinant procaspase-7, Ac-DEVD-pNA absorbance 405 nm; D23A/D198A/D206A triple mutant, cannot self-cleave; scale: DMSO 0, 5 µM enzyme 100;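 active means percent activation above the screen-wide mean plus 3 SD, cut at about 25% in these data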
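System: Uncleavable procaspase-7 mutant enzyme; Amount: 2 µM procaspase-7 mutant as dispensed; Schedule: 1 h compound preincubation, 2 h substrate cleavage, 25 °C; Measured by: 405 nm absorbance of p-nitroaniline; Evaluation: percent activation from buffer-corrected 0–120 min absorbance change; Control set: low DMSO alone, high DMSO plus 5 µM PC-7.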
AHR act – AHR activators, primary screen, cell-based, luminescence, luciferase reporter, human | 320,000 tested, 2.5% active | AHR-responsive luciferase reporter cells | activation, % at 5 µM | Aryl hydrocarbon receptor (Homo sapiens), P35869; in the data active means activation above about 47%;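 further: 0% = vehicle wells and 100% = reference agonist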
LAP4 TOR yeast – modulators of LAP4-GFP expression in yeast, primary screen, S. cerevisiae, multiplex flow cytometry, MLPCN library | AID 2023, 2009 | 3 h; median GFP as percent of DMSO wells | 320,000 tested, 0.34% active | GFP response vs DMSO, % at 10 µM;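 active means GFP response vs DMSO above a set limit, about the screen mean plus 3 SD, cut at about 150% in these data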
EBNA-1 inh – EBNA-1 DNA-binding inhibitors, primary screen, biochemical, fluorescence polarization; inhibition, % at 14.8 µM; 300,000 tested, 0.34% active; AID 1950, 2009; in the data active means inhibition above about 28%
* marks the source's active call; other numbers are inactive results. No enrichment for hits. Share with any hit: about 3.8%.

Results for CN(C)c1ccccc1-c1csc(N2CCC(C(N)=O)CC2)n1 ?
RPL19A-GFP yeast: 99; procasp3 activ: 3; MEP2 TOR yeast: 105; proCasp7 act: 1; AHR act: 12; LAP4 TOR yeast: 105

How did COc1ccc(C(CNC(=O)c2ccc(S(=O)(=O)N(C)C)cc2)N(C)C)cc1 (stereo not given) do in these assays?
RPL19A-GFP yeast: 94; ZTA DNA inh: 13; procasp3 activ: 3; MEP2 TOR yeast: 100; proCasp7 act: 4; AHR act: -1; LAP4 TOR yeast: 102; EBNA-1 inh: -2

Results for O=C(NCCC1CCCCN1S(=O)(=O)c1ccccc1)C(=O)NCc1ccccc1F (stereo not given) ?
RPL19A-GFP yeast: 94; ZTA DNA inh: 14; procasp3 activ: -2; MEP2 TOR yeast: 99; proCasp7 act: 0; AHR act: 0; LAP4 TOR yeast: 103; EBNA-1 inh: -6

How did O=C(NCC1CCCO1)C1CCN(C2CCN(Cc3cccs3)CC2)CC1 (stereo not given) do in these assays?
RPL19A-GFP yeast: 102; ZTA DNA inh: 15; procasp3 activ: 2; MEP2 TOR yeast: 104; proCasp7 act: 8; AHR act: 2; LAP4 TOR yeast: 99; EBNA-1 inh: 10

Results for CCOC(=O)N1CCN(C(=O)CSc2nc3c([nH]c4ccccc43)c(=O)n2C)CC1 ?
RPL19A-GFP yeast: 98; ZTA DNA inh: -30; procasp3 activ: 4; MEP2 TOR yeast: 97; proCasp7 act: -4; AHR act: 51*; LAP4 TOR yeast: 102; EBNA-1 inh: 6

How did CSCCC(NS(=O)(=O)c1ccc2c(c1)Cc1cc(S(=O)(=O)NC(CCSC)C(=O)O)ccc1-2)C(=O)O (stereo not given) do in these assays?
RPL19A-GFP yeast: 99; ZTA DNA inh: -2; procasp3 activ: -5; MEP2 TOR yeast: 98; proCasp7 act: 5; AHR act: 2; LAP4 TOR yeast: 88; EBNA-1 inh: 6

What do the screens show for `COc1cccc(CN2C(=O)CCC2(C)C(=O)NC2CCCC2)c1` (stereo not given)?
RPL19A-GFP yeast: 97; ZTA DNA inh: -1; procasp3 activ: 10; MEP2 TOR yeast: 96; proCasp7 act: -4; AHR act: -2; LAP4 TOR yeast: 101; EBNA-1 inh: -7

Results for CC(=O)Nc1ccc(CC(=O)NCCC(c2ccccc2)c2ccccc2)cc1 ?
RPL19A-GFP yeast: 91; ZTA DNA inh: -3; procasp3 activ: 6; MEP2 TOR yeast: 99; proCasp7 act: 5; AHR act: 0; LAP4 TOR yeast: 102; EBNA-1 inh: 9

What do the screens show for `COc1ccc(CN2CCN(Cc3cccn3-c3ncccn3)CC2CCO)c(C)c1C` (stereo not given)?
RPL19A-GFP yeast: 100; ZTA DNA inh: -1; procasp3 activ: 5; MEP2 TOR yeast: 104; proCasp7 act: 5; AHR act: -2; LAP4 TOR yeast: 108; EBNA-1 inh: 5

Results for O=C(c1ccco1)N1CCCC(N2CCN(c3ccccc3F)CC2)C1 (stereo not given) ?
RPL19A-GFP yeast: 105; ZTA DNA inh: -8; procasp3 activ: -2; MEP2 TOR yeast: 92; proCasp7 act: 6; AHR act: -1; LAP4 TOR yeast: 78; EBNA-1 inh: 10

Results for CC1CCN(C(=O)C2(NC(=O)Nc3cccc(F)c3)CCCCC2)CC1 ?
RPL19A-GFP yeast: 101; ZTA DNA inh: 16; procasp3 activ: -2; MEP2 TOR yeast: 107; proCasp7 act: 4; AHR act: 1; LAP4 TOR yeast: 98; EBNA-1 inh: 3

What do the screens show for `O=C(NCc1cccc(Cl)c1)c1ccc(CS(=O)Cc2ccccc2Cl)o1` (stereo not given)?
RPL19A-GFP yeast: 90; ZTA DNA inh: 3; procasp3 activ: -2; MEP2 TOR yeast: 86; proCasp7 act: -6; AHR act: 1; LAP4 TOR yeast: 87; EBNA-1 inh: -2

Results for CCN(C[C@H]1N[C@@](CC)(C(=O)OC)[C@H]2C(=O)N(C)C(=O)[C@@H]12)C(=O)Nc1ccc(Cl)cc1 ?
RPL19A-GFP yeast: 102; procasp3 activ: 8; MEP2 TOR yeast: 95; proCasp7 act: -7; AHR act: 9; LAP4 TOR yeast: 100

Results for COc1cccc(-n2nc(C(=O)Nc3ccc4c(c3)OCO4)c3ccccc3c2=O)c1 ?
RPL19A-GFP yeast: 100; ZTA DNA inh: 9; procasp3 activ: -1; MEP2 TOR yeast: 103; proCasp7 act: -7; AHR act: 14; LAP4 TOR yeast: 100; EBNA-1 inh: 6

How did Cc1oc(-c2cccc(F)c2)nc1CN1CCCN(C(=O)c2ccco2)CC1 do in these assays?
RPL19A-GFP yeast: 94; ZTA DNA inh: 3; procasp3 activ: 2; MEP2 TOR yeast: 98; proCasp7 act: 13; AHR act: 5; LAP4 TOR yeast: 88; EBNA-1 inh: 4

Results for CCCc1cc(C(=O)N2CCC(n3nccc3NC(=O)c3ccc(OC)cc3)CC2)no1 ?
RPL19A-GFP yeast: 97; ZTA DNA inh: 7; procasp3 activ: 2; MEP2 TOR yeast: 109; proCasp7 act: -3; AHR act: 1; LAP4 TOR yeast: 103; EBNA-1 inh: -1

How did CC(=O)c1nc(-c2ccccc2)sc1C do in these assays?
RPL19A-GFP yeast: 97; ZTA DNA inh: -16; procasp3 activ: 4; MEP2 TOR yeast: 99; proCasp7 act: 3; AHR act: -3; LAP4 TOR yeast: 101; EBNA-1 inh: 2

Results for CCCOc1ccc(-c2csc(NC(=O)CN3C(=O)CCC3=O)n2)cc1 ?
RPL19A-GFP yeast: 99; ZTA DNA inh: 15; procasp3 activ: 8; MEP2 TOR yeast: 104; proCasp7 act: -2; AHR act: 14; LAP4 TOR yeast: 88; EBNA-1 inh: 4

What do the screens show for `CCCCn1c(-c2ccccc2C)nc2cc3[nH]c(=O)c(C(C)C)nc3cc21`?
RPL19A-GFP yeast: 95; ZTA DNA inh: -6; procasp3 activ: -2; MEP2 TOR yeast: 88; proCasp7 act: -5; AHR act: 5; LAP4 TOR yeast: 110; EBNA-1 inh: 2

What do the screens show for `CCc1ccc(NC(=O)CSc2nc(=O)n(CCCN3CCOCC3)c3c2CCCC3)cc1`?
RPL19A-GFP yeast: 104; ZTA DNA inh: -4; procasp3 activ: -9; MEP2 TOR yeast: 105; proCasp7 act: 14; AHR act: 1; LAP4 TOR yeast: 112; EBNA-1 inh: 8

How did O=C(COc1ccc(C(=O)NCCc2ccccc2)cc1)Nc1ccccc1 do in these assays?
RPL19A-GFP yeast: 108; ZTA DNA inh: 7; procasp3 activ: 0; MEP2 TOR yeast: 113; proCasp7 act: 3; AHR act: 4; LAP4 TOR yeast: 99; EBNA-1 inh: 14

Results for CCOc1ccc(/C=C2\SC(=S)N(CCC(=O)Nc3cccc(C(=O)O)c3)C2=O)cc1 ?
RPL19A-GFP yeast: 105; ZTA DNA inh: -10; procasp3 activ: 3; MEP2 TOR yeast: 98; proCasp7 act: 1; AHR act: 14; LAP4 TOR yeast: 90; EBNA-1 inh: 4

How did CC(C)NC(=O)c1ccc2c(=O)n(CC3CCCO3)c(=S)[nH]c2c1 (stereo not given) do in these assays?
RPL19A-GFP yeast: 97; ZTA DNA inh: 5; procasp3 activ: 7; MEP2 TOR yeast: 100; proCasp7 act: 1; AHR act: 9; LAP4 TOR yeast: 102; EBNA-1 inh: 10

How did Cc1cc(C(=O)OCC(=O)Nc2cccc(S(=O)(=O)N(C)C)c2)c(C)o1 do in these assays?
RPL19A-GFP yeast: 98; ZTA DNA inh: 1; procasp3 activ: 0; MEP2 TOR yeast: 103; proCasp7 act: 7; AHR act: 2; LAP4 TOR yeast: 98; EBNA-1 inh: -7

What do the screens show for `COc1ccc(C)cc1S(=O)(=O)N(C)CC(=O)Nc1ccc2c(c1)OCCO2`?
RPL19A-GFP yeast: 102; ZTA DNA inh: 6; procasp3 activ: 3; MEP2 TOR yeast: 113; proCasp7 act: 4; AHR act: 1; LAP4 TOR yeast: 103; EBNA-1 inh: 5

What do the screens show for `O=[N+]([O-])C(=C1NCCN1)C(Cl)=C(Cl)Cl`?
RPL19A-GFP yeast: 98; ZTA DNA inh: -6; procasp3 activ: 9; MEP2 TOR yeast: 103; proCasp7 act: 9; AHR act: 4; LAP4 TOR yeast: 90; EBNA-1 inh: -2

Results for COc1ccc(CN2CCN(CCCc3ccccc3)C(CCO)C2)cc1OC (stereo not given) ?
RPL19A-GFP yeast: 102; ZTA DNA inh: -1; procasp3 activ: 3; MEP2 TOR yeast: 117; proCasp7 act: 7; AHR act: 2; LAP4 TOR yeast: 103; EBNA-1 inh: -3

How did c1ccc(CCNc2ncnc3c2cnn3-c2ccccc2)cc1 do in these assays?
RPL19A-GFP yeast: 95; ZTA DNA inh: -7; procasp3 activ: 0; MEP2 TOR yeast: 98; proCasp7 act: 7; AHR act: 1; LAP4 TOR yeast: 121; EBNA-1 inh: -2

Results for C=CCN(C(=O)CNC(=O)c1cccs1)C(C(=O)NC1CCCCC1)c1cccnc1 (stereo not given) ?
RPL19A-GFP yeast: 86; ZTA DNA inh: 12; procasp3 activ: 10; MEP2 TOR yeast: 96; proCasp7 act: 9; AHR act: -3; LAP4 TOR yeast: 75; EBNA-1 inh: 5

What do the screens show for `CC(NC(=O)c1cccnc1)C(=O)O` (stereo not given)?
RPL19A-GFP yeast: 101; ZTA DNA inh: 8; procasp3 activ: -4; MEP2 TOR yeast: 98; proCasp7 act: 1; AHR act: 2; LAP4 TOR yeast: 98; EBNA-1 inh: -1

How did COc1ccccc1S(=O)(=O)Cc1ccc(C(=O)NCc2ccc3c(c2)OCO3)o1 do in these assays?
RPL19A-GFP yeast: 92; ZTA DNA inh: 4; procasp3 activ: -4; MEP2 TOR yeast: 91; proCasp7 act: 5; AHR act: 14; LAP4 TOR yeast: 90; EBNA-1 inh: -3

How did O=C(CN(C(=O)CCC(=O)Nc1ccccn1)c1cccc(F)c1)NCc1ccc(F)cc1 do in these assays?
RPL19A-GFP yeast: 102; ZTA DNA inh: -4; procasp3 activ: -3; MEP2 TOR yeast: 102; proCasp7 act: -3; AHR act: -2; LAP4 TOR yeast: 103; EBNA-1 inh: 9

How did COC(=O)CCSCc1cn2cc(Cl)ccc2n1 do in these assays?
RPL19A-GFP yeast: 104; ZTA DNA inh: 2; procasp3 activ: 4; MEP2 TOR yeast: 129; proCasp7 act: -7; AHR act: -5; LAP4 TOR yeast: 113; EBNA-1 inh: -19

Random excerpt: 3 records from the list, in no set order.
Results for CCOc1ccc(/C=C2\SC(=S)N(CCC(=O)Nc3cccc(C(=O)O)c3)C2=O)cc1 ?
RPL19A-GFP yeast: 105; ZTA DNA inh: -10; procasp3 activ: 3; MEP2 TOR yeast: 98; proCasp7 act: 1; AHR act: 14; LAP4 TOR yeast: 90; EBNA-1 inh: 4

How did Cc1cc(C(=O)OCC(=O)Nc2cccc(S(=O)(=O)N(C)C)c2)c(C)o1 do in these assays?
RPL19A-GFP yeast: 98; ZTA DNA inh: 1; procasp3 activ: 0; MEP2 TOR yeast: 103; proCasp7 act: 7; AHR act: 2; LAP4 TOR yeast: 98; EBNA-1 inh: -7

How did COc1ccccc1S(=O)(=O)Cc1ccc(C(=O)NCc2ccc3c(c2)OCO3)o1 do in these assays?
RPL19A-GFP yeast: 92; ZTA DNA inh: 4; procasp3 activ: -4; MEP2 TOR yeast: 91; proCasp7 act: 5; AHR act: 14; LAP4 TOR yeast: 90; EBNA-1 inh: -3
